Screening results (PubChem BioAssay)
MLL CXXC-DNA inh = qHTS Fluorescence Polarization Assay for Inhibitors of MLL CXXC domain - DNA interaction; Histone-lysine N-methyltransferase 2A (Homo sapiens), Q03164; MLL-CXXC / FITC-HOXA9 DNA fluorescence polarization; Potency, µM (titrated, usually from 115 µM), for inactives: top-dose activity change, negative = inhibition, actives largely listed as inhibitors; 290,000 tested, 0.037% active; AID 2662, 2010; active means well fitted inhibition curve with a large enough effect in the polarisation, with a control signal flat, not every such curve was filed as active; inconclusive means small, poorly fitted or top-dose-only effect, or effect the other way, or a change in a side signal; inactive means no such curve, though single readings can be large or run the other way; the % refers to the polarisation; further: potency means the concentration at half of the fitted maximal effect
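Purified MLL-CXXC (added from a 7 uM solution) was preincubated 5 min at ambient with pinned compounds in 50 mM Tris-HCl pH 7.5, 50 mM NaCl, 1 mM DTT, 0.05% BSA. Fluorescein-labeled HOX-A9 DNA (50 nM solution) followed, 30 min, then polarization read.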
A-T KAP1 phos = qHTS Assay for Identifying a Potential Treatment of Ataxia-Telangiectasia. […] A-T fibroblasts, KAP-1 phosphorylation AlphaLISA; neocarzinostatin DNA damage 30 min before lysis. Potency, µM (highest dose often 57.5 µM), for the others: at the highest dose activation, most hits filed as activators. 320,000 tested, 0.19% active; further: potency means the concentration at half of the fitted maximal effect; % of control where 0% means no effect; nearly all actives have a fitted effect of over 45% in size
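ATM-like activity read as KAP-1 phosphorylation via AlphaLISA donor/acceptor antibody pairs after lysis and 6 hr at 25C. Cells were ATM-null patient fibroblasts ([…], hTERT), dosed 60 min, then exposed to the DSB inducer NCS for 30 min.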
a7 integrin act = qHTS for Activators of Integrin-Mediated Alleviation for Muscular Dystrophy; alpha7betagal myoblasts, beta-gal FDG fluorescence, 48 h; Potency, µM (doses to about 38.3 µM), for inactives: at the top dose activation, hits mostly activators; 350,000 tested, 0.064% active;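 further: potency means the concentration at half of the fitted maximal effect; 100% = response of the positive control SU9516; nearly all actives have a fitted effect of over 60% in size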
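Alpha7betagal+/- myoblasts (passage 13) were plated 16-24 hr, then exposed to compounds (1:260 dilution of DMSO stock) for 48 hours at 37C. After MPER lysis, β-galactosidase reporter activity was read as FDG fluorescence (ex 480/em 540) after 30 minutes.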
Coupling enz = qHTS Assay for Inhibitors of Fructose-1,6-bisphosphate Aldolase from Giardia Lamblia: Coupling assay counterscreen. 290,000 tested, 0.67% active. coupling enzyme system counterscreen, AmpLite Red fluorescence. activity change, negative = inhibition, % at 58.2 µM, hits read low; in the data active means activity change below about -30%; further: on the % scale 0 is the no-effect control and ±100 the full control effect
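First, compound is pin-transferred into glyceraldehyde-3-phosphate coupling-enzyme reagent at 57.5 uM final and held 10 min at RT. Next, substrate, coupling system and AmpLite Red are added. After 20 min RT, fluorescence (525/598 nm) is read.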
KCNH2 3.1 inh = qHTS for Inhibitors of KCHN2 3.1: Mutant qHTS; AID 720553, 2013; Potassium voltage-gated channel subfamily H member 2, brain isoform KCNH2 3.1 (human); activity change, % (tested at about 1.8 µM); U2OS KCNH2 3.1, thallium flux FluxOr; hits give low values; 340,000 tested, 0.95% active;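 active means maximum activity change below -70%; inconclusive means maximum activity change from -70% to -50%; inactive means maximum activity change above -50%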;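 further: thallium influx rate constant from kinetic fluorescence after stimulation buffer; on the % scale 0 is the no-effect control and ±100 the full control effect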
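Normalized rate constant (relative to positive and negative DMSO controls) derived from a 2 min kinetic fluorescence read after stimulation; U2OS cells expressing the 3.1 isoform via virus at 1.77 x 10^8 /mL.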
MBNL1 CUG block = qHTS Assay for Inhibitors of MBNL1-poly(CUG) RNA binding; Potency, µM (highest dose often 57.5 µM), for the others: at the highest dose activity change, negative = inhibition, usual class: inhibitors; TR-FRET MBNL1-His/biotin-(CUG)12 binding, 665/545 ratio; AID 2675, 2010; 280,000 tested, 0.036% active; Muscleblind-like protein 1 (Homo sapiens), Q9NR56; active means well fitted inhibition curve with a large enough effect in the signal ratio, with a control signal flat, not every such curve was filed as active; inconclusive means small, poorly fitted or top-dose-only effect, or effect the other way, or a change in a side signal; inactive means no such curve, though single readings can be large or run the other way; the % refers to the signal ratio; further: potency means the concentration at half of the fitted maximal effect; on the % scale 0 is the no-effect control and ±100 the full control effect
Target sequence (Q9NR56 whole entry, looked up): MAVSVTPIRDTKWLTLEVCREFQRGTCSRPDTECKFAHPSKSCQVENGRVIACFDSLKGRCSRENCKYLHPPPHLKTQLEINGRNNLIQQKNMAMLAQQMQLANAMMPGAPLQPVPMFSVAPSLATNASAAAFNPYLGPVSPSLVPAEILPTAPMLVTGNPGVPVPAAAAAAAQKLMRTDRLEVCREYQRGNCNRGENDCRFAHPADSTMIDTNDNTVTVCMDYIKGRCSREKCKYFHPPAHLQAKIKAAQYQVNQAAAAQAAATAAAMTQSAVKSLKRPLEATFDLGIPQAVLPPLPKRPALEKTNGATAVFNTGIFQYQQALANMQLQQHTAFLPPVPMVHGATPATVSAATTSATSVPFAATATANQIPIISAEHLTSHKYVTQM
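Inhibition of protein-RNA binding appears as loss of TR-FRET between terbium anti-His antibody on MBNL1-His and streptavidin-XL665 on biotin-(CUG)12. Activity is normalized to buffer-only and uninhibited-complex controls.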
ASM inhibitor = Inhibitors of Secretory Acid Sphingomyelinase (S-ASM): qHTS. placental ASM, HMU-PC fluorogenic substrate, 60 min. 340,000 tested, 0.006% active. Potency, µM (doses to about 57.5 µM), without a hit: at the top dose activity change, negative = inhibition, hits mostly inhibitors; further: potency means the concentration at half of the fitted maximal effect
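HMU-PC0 cleavage (9 uM final) by human placental ASM, 60 min at 37 °C following 10 min compound exposure at RT; stopped at pH 10, fluorescence Ex 386/Em 447 nm.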
TRPV1 agonist = HTS Assay for Compounds that Act as Agonists of the Vanilloid Receptor 1; activation, % at 8.33 µM; 320,000 tested, 0.19% active; AID 540275, 2011; TRPV1-expressing cells, Fluo-8 calcium influx, agonist mode; in the data active means activation above about 80%; inconclusive means between about 30% and that limit; further: 0% is about no effect
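Fluo-8 calcium influx in TRPV1-expressing cells, kinetic read (ex 480/em 520 nm). Compound added and read 3 min for agonist activity, followed by capsaicin at EC20 final and 2 min further read for enhancement.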
hERG WT inh = qHTS for Inhibitors of KCHN2 3.1: Wildtype qHTS; Voltage-gated inwardly rectifying potassium channel KCNH2 (Homo sapiens), Q12809; U2OS, BacMam KCNH2, thallium flux FluxOr; hits give low values; activity change, % at 1.84 µM; 340,000 tested, 0.37% active; AID 720551, 2013;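 active means maximum activity change below -70%; inconclusive means maximum activity change between -70% and -50%; inactive means maximum activity change above -50%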; further: on the % scale 0 is the no-effect control and ±100 the full control effect
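U2OS cells were transduced with wild-type KCNH2 virus (2.03 x 10^8 / mL) for 4 h at room temperature, then cultured overnight at 37 C. Thallium flux was read with FluxOr dye. Rate constants were normalized to DMSO controls.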
GALK inh = qHTS Assay for Inhibitors of Human Galactokinase (GALK). Potency, µM (series often up to 57.5 µM), for the others: at the top dose activity change, negative = inhibition, actives largely listed as inhibitors. AID 1868, 2009. 270,000 tested, 0.007% active. Purified GALK, Kinase-Glo residual ATP luminescence; further: potency means the concentration at half of the fitted maximal effect; on the % scale 0 is the no-effect control and ±100 the full control effect
Target sequence (P51570 whole entry, looked up): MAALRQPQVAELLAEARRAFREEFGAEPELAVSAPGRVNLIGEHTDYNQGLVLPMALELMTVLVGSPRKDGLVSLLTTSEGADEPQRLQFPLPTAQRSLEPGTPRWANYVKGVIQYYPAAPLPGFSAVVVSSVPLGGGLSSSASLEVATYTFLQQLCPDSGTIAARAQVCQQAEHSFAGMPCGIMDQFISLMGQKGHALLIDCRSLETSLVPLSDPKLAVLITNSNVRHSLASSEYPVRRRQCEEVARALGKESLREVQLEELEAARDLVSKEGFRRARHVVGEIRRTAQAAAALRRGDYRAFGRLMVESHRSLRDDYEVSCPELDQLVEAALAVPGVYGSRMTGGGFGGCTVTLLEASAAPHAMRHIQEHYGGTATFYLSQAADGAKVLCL
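ATP-depletion format; final 35 uM ATP, 100 uM D-galactose, 5 nM enzyme; pH 8.0 HEPES/Mg2+ buffer; 60 min RT; luminescence read 10 min after detection reagent.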
* marks the source's active call; other numbers are inactive results; u = inconclusive; x = not tested or not shown; [ ] = remark or other dose. Unless noted, the call rests on the fitted dose curve; in most records, active means well fitted curve in the direction sought with a large enough effect; inconclusive means small, poorly fitted or top-dose-only effect, or another doubt; inactive means no such curve, though single readings can be large; an effect the other way counts as inactive or inconclusive.

Preview:
SMILES	MLL CXXC-DNA inh	A-T KAP1 phos	a7 integrin act	Coupling enz	KCNH2 3.1 inh	MBNL1 CUG block	ASM inhibitor	TRPV1 agonist	hERG WT inh	GALK inh
Cc1ccc(S(=O)(=O)NC(CC(=O)O)c2cccs2)cc1 (stereo not given)	36.8%[activator]	4.5%	15.1%	4.3	-2.3	1.1%	-1.0%	-4.3	-5.9	0.7%
CCc1ccc(N2C(=O)CN(Cc3ccccc3)C2=S)cc1	29.0%	28.3%	-14.3%	0.4	5.2	0.5%	-4.4%	u	-20.1	-0.9%

Results, from the first entry:
SMILES	MLL CXXC-DNA inh	A-T KAP1 phos	a7 integrin act	Coupling enz	KCNH2 3.1 inh	MBNL1 CUG block	ASM inhibitor	TRPV1 agonist	hERG WT inh	GALK inh
Cc1ccc(S(=O)(=O)NC(CC(=O)O)c2cccs2)cc1 (stereo not given)	36.8%[activator]	4.5%	15.1%	4.3	-2.3	1.1%	-1.0%	-4.3	-5.9	0.7%
CCc1ccc(N2C(=O)CN(Cc3ccccc3)C2=S)cc1	29.0%	28.3%	-14.3%	0.4	5.2	0.5%	-4.4%	u	-20.1	-0.9%
COc1ccc(OC)c(S(=O)(=O)Oc2ccc(N)c3ccccc23)c1	x	x	-1.0%	x	25.1	x	0.5%	x	2.4	x
Fc1ccccc1Cn1cc(C(=S)N2CCOCC2)c2ccccc21	-5.0%	-4.6%	8.5%	-3.8	-1.2	-16.8%	-8.8%	27.3	-2.9	6.1%
CC1(C(=O)N(Cc2ccccc2)Cc2ccccc2)CC1(Br)Br (stereo not given)	2.4%	12.4%	-8.3%	6.7	-12.0	11.2%	-6.4%	17.2	-3.4	-3.0%
CN1CCN(C(=O)/C=C/c2ccc([N+](=O)[O-])cc2)CC1	-6.6%	4.1%	1.3%	2.6	-2.2	u	-0.1%	1.3	11.0	0.9%
CC(C)Cn1c(N)c(C(=O)COC(=O)c2ccccc2F)c(=O)n(C)c1=O	3.0%	1.0%	-27.5%	-2.4	4.4	-2.0%	1.2%	2.5	-1.5	1.1%
COc1ccccc1COc1ccc2c(C)c(CCC(=O)O)c(=O)oc2c1C	-4.1%	-1.5%	u	-0.3	7.5	-11.8%	9.2%	7.0	-8.2	1.1%
Brc1ccc2nc(-c3ccncc3)c(NC3CCCC3)n2c1	0.3%	1.7%	-5.6%	0.6	-5.1	12.3%	1.7%	20.8	3.0	2.9%
CN(C)c1cccc(C(=O)N2CCCC(CCC(=O)N3CCN(c4ccccn4)CC3)C2)c1 (stereo not given)	44.5%	-9.4%	-13.9%	x	6.4	-7.3%	x	4.4	-0.7	-3.6%
CCOc1ccccc1CNC(=O)C1CCCN(c2ncnc3c2nc2n3CCCCC2)C1 (stereo not given)	-6.6%	3.5%	1.3%	4.2	2.8	11.4%	2.3%	22.5	2.2	-3.8%
Cc1ccc(-c2nnn(CC(=O)N(CCN3CCOCC3)C(C(=O)NC(C)(C)C)c3ccc(C)o3)n2)cc1 (stereo not given)	7.6%	4.6%	-10.1%	-11.4	7.8	7.9%	2.9%	13.3	-9.0	1.3%
Cc1ccc([C@@H]2CC=C(C(=O)O)[C@H](c3ccc(C(C)(C)C)cc3)N2S(=O)(=O)c2ccc(C)cc2)cc1	x	-9.5%	-10.9%	x	-3.0	x	-3.0%	x	-4.6	x
Cc1ccccc1OCC(O)Cn1c(NCCN(C)C)nc2c1c(=O)n(C)c(=O)n2C (stereo not given)	4.5%	14.0%	x	2.5	x	-6.1%	x	x	x	2.3%
COc1ccc(NC(=O)CSc2nnc(CNC(=O)COc3ccc(Cl)cc3)o2)c(OC)c1	-1.0%	-3.2%	3.4%	3.7	-6.9	4.9%	-3.6%	-5.2	7.4	-0.9%
CC1CCCC(C)N1C(=O)CSc1nnc(C2CCCCC2)o1 (stereo not given)	-12.4%	31.6µM*	19.1%	-0.7	3.8	-28.6%	1.2%	2.3	-6.9	-0.4%
O=C(Nc1ccc(Cl)cc1)c1nc[nH]c1C(=O)N1CCc2ccccc2C1	x	-1.3%	29.5%	x	x	x	1.6%	2.3	x	x
COc1ccc(F)cc1C(=O)C1CCCN(C(=O)c2ocnc2C)C1 (stereo not given)	u	8.0%	6.4%	3.7	27.9	-4.8%	2.4%	1.7	1.2	6.9%
O=C(CCc1ccccc1)N1CCCN(C(=O)CCc2ccccc2)CC1	7.3%	1.9%	-6.3%	1.7	9.8	4.4%	0.5%	-0.6	3.7	2.7%
Cc1ccc(S(=O)(=O)N2CCC(C(=O)OCC(=O)N3CC(C)CC(C)C3)CC2)cc1C (stereo not given)	x	11.0%	-5.9%	x	-19.6	x	3.4%	16.5	2.4	x
CN1/C(=C\C(=O)c2ccco2)C(C)(C)c2ccccc21	0.3%	1.1%	-44.5%[inhibitor]	-7.2	-2.5	76.2%[activator]	206.4%[activator]	14.9	7.2	2.0%
CCc1nc(CN2CCN(c3ccc(C(F)(F)F)cn3)CC2)c(C)[nH]1	-0.2%	-5.3%	-18.1%	3.2	17.8	-0.1%	0.9%	-3.2	14.0	5.3%
Cc1cc(C(=O)Nc2ccc(S(=O)(=O)N3CCOCC3)cc2)ccc1[N+](=O)[O-]	4.5%	2.2%	-13.0%	1.3	-2.6	u	-1.8%	26.7	-1.5	5.7%
COCCNC(=O)/C(C#N)=C/c1cccs1	-3.6%	-2.4%	-1.6%	1.2	5.4	x	-1.4%	0.1	22.4	0.3%
O=C1CCn2nc(-c3ccc(Cl)cc3)cc2N1	6.4%	1.3%	4.8%	0.1	-3.0	-3.0%	-2.8%	0.9	-8.1	0.3%

(listing goes on)
SMILES	MLL CXXC-DNA inh	A-T KAP1 phos	a7 integrin act	Coupling enz	KCNH2 3.1 inh	MBNL1 CUG block	ASM inhibitor	TRPV1 agonist	hERG WT inh	GALK inh
O=C(O)C1CCC(=O)N1C1c2ccccc2Oc2ccccc21 (stereo not given)	-3.5%	-0.2%	15.8%	4.9	-0.5	2.9%	4.3%	-1.1	0.3	1.3%
Cc1nnc(N2C(=O)C(O)=C(C(=O)c3ccco3)C2c2ccc(C(C)(C)C)cc2)s1 (stereo not given)	7.6%	0.7%	-7.1%	0.5	4.1	89.1%[activator]	11.1%	u	1.6	0.1%
C=CCN1C(=O)C2(C(C#N)=C(N)Oc3n[nH]c(CCC)c32)c2ccccc21 (stereo not given)	-1.6%	-0.4%	-11.3%	12.6	10.9	-2.0%	-0.3%	0.6	-9.3	0.3%
COc1ccc(C=O)cc1COc1ccccc1F	6.3%	0.5%	-7.4%	2.0	-5.2	-10.8%	-3.2%	2.4	-4.7	-5.5%
CCCCc1ccc(NC(=O)CN2C(=O)NC(Cc3ccccc3)C2=O)cc1 (stereo not given)	x	8.3%	-13.1%	x	-7.5	x	-1.0%	-1.2	-7.8	x
CN1CCN(/N=C2/C(=O)Nc3ccc([N+](=O)[O-])cc32)CC1	-12.7%	-13.2%	0.0%	-19.1	32.6	u	-2.8%	-0.8	x	-7.0%
c1ccc(COc2ccccc2CNCc2cccnc2)cc1	0.2%	0.6%	-27.2%	-8.0	-15.5	-10.9%	3.0%	0.6	-12.5	-0.1%
COc1ccc2cc(C#N)c(SCC(=O)N3CCCC3)nc2c1	1.8%	5.2%	-10.5%	5.6	-25.4	15.7%	-0.7%	1.8	23.1	-2.7%
CC1CCN(C(=O)c2[nH]cnc2C(=O)N2CCN(c3ccccc3)CC2)CC1	x	3.9%	-1.0%	x	-10.7	x	4.1%	2.5	5.8	x
CCN(CC)S(=O)(=O)c1ccc(C(=O)NCc2ccc3c(c2)cc(C)n3C)cc1	6.2%	-6.1%	-5.8%	1.0	-10.5	u	0.6%	-1.8	-8.1	0.2%
COC(=O)CSc1[nH]c2ccc(F)cc2c1[N+](=O)[O-]	-14.7%	-22.7%	-23.1%	1.8	5.1	u	21.9%	0.5	-10.9	-0.3%
CCN(CC(=O)Nc1cccc(C(C)=O)c1)S(=O)(=O)c1ccc(C)cc1	-2.5%	1.8%	1.7%	2.7	-13.7	-6.7%	-0.1%	u	-0.7	-3.2%
COc1ccc(Cl)cc1NC(=S)NC(=O)c1ccco1	x	2.8%	-26.1%	x	8.6	x	-0.8%	18.6	-5.3	x

This is a random part of the collection; any-hit rate near 2%.
